Screening results from PubChem BioAssay.
FBA Mtb inh: Mtb FBA enzyme inhibitors, primary screen, biochemical, fluorescence, strain H37Rv; Fructose-bisphosphate aldolase (Mycobacterium tuberculosis (strain ATCC 25618 / H37Rv)), …; purified M. tuberculosis FBA, fluorescence read-out; inhibition, % at 1 µM; 360,000 tested, 2.3% active; in the data active = inhibition above about 27%;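 also: 0% = vehicle and 100% = reference inhibitor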
Target sequence (P9WQA3 whole entry, looked up): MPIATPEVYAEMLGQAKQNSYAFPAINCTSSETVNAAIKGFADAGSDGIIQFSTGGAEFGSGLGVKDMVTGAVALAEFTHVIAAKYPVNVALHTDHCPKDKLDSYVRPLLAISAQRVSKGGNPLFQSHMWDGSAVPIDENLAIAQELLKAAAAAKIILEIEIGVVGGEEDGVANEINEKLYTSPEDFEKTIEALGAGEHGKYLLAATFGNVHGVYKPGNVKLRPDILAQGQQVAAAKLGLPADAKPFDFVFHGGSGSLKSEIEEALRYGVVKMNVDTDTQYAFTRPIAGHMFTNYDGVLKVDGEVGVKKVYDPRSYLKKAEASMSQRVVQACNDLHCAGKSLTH
MazEF act: activators of E. coli MazEF toxin-antitoxin RNase, primary screen, biochemical, fluorescence, uHTS. Endoribonuclease toxin MazF (Escherichia coli (strain K12)), P0AE70. 350,000 tested, 0.32% active. FAM/BHQ RNA-DNA oligo cleavage fluorescence, 5 h. activation, % at 20 µM; in the data active = activation above about 50%
Target sequence (P0AE70 whole entry, looked up): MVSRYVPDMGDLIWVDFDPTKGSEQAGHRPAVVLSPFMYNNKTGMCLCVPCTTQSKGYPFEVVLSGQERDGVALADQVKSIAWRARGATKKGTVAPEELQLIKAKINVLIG
GDH-TPI inh: GDH-TPI coupling enzyme inhibitors, primary screen, artefact control for M. tuberculosis FBA inhibitor project, biochemical, absorbance, full deck; GDH-TPI coupled enzyme counterscreen, NADH absorbance; inhibition, % at 4.8 µM; 360,000 tested, 1.2% active; AID 588335, 2011;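 also: 0% = DMSO wells and 100% = wells lacking the enzyme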
BoNT F protease: BoNT/F light chain protease inhibitors, primary screen, biochemical, flow cytometry, MLPCN library | inhibition, % at 10 µM | Multiplex microsphere protease cleavage assay | 360,000 tested, 0.22% active | Botulinum neurotoxin type F light chain protease (Clostridium botulinum) | AID 588497, 2011; in the data active = inhibition above about 35%, passing the limit was not always enough; inconclusive = no clear call, values can overlap the other calls; also: plate controls were buffer without enzyme for full effect and enzyme alone for no effect
CCHFV vOTU inh: CCHFV vOTU protease inhibitors, primary screen, biochemical, Pep-AMC substrate, fluorescence; AID 651958, 2012; inhibition, % at 11.5 µM; 370,000 tested, 0.55% active; Crimean-Congo hemorrhagic fever virus L polyprotein viral ovarian tumor (vOTU) protease …; also: 0% = vehicle wells with enzyme and 100% = no enzyme wells
FadD28 binding: inhibitors of FadD28 bisubstrate probe binding, primary screen, biochemical, fluorescence polarization, single point. AID 588549, 2011. Mycobacterium tuberculosis FadD28 fatty-acid-AMP ligase. 360,000 tested, 0.22% active. inhibition, % at 12.5 µM; in the data active = inhibition above about 8.5%, passing the limit was not always enough; inconclusive = no clear call, values can overlap the other calls
BioA inh: M. tuberculosis BioA enzyme inhibitors, primary screen, biochemical, plate reader, single point, HTS; purified M. tuberculosis BioA enzyme; inhibition, % at 9.99 µM; 360,000 tested, 0.096% active; in the data active = inhibition above about 40%; inconclusive = no clear call, values can overlap the other calls
Mtb UGM inh: M. tuberculosis UGM enzyme inhibitors, primary screen, biochemical, fluorescence polarization, single point | purified UGM, fluorescence polarization probe displacement | inhibition, % at 10 µM | 320,000 tested, 0.06% active; in the data active = inhibition above about 10%, passing the limit was not always enough; inconclusive = no clear call, values can overlap the other calls
Rv3671c protease: Rv3671c serine protease inhibitors, primary screen, biochemical, fluorescence polarization, M. tuberculosis H37Rv; P9WHR9; inhibition, % at 5.96 µM; 320,000 tested, 0.048% active; AID 2606, 2010; in the data active = inhibition above about 38%;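 also: extracellular domain of Rv3671c used as enzyme; 0% = enzyme with DMSO and 100% = no enzyme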
Target sequence (P9WHR9 whole entry, looked up, the tested form may be a part): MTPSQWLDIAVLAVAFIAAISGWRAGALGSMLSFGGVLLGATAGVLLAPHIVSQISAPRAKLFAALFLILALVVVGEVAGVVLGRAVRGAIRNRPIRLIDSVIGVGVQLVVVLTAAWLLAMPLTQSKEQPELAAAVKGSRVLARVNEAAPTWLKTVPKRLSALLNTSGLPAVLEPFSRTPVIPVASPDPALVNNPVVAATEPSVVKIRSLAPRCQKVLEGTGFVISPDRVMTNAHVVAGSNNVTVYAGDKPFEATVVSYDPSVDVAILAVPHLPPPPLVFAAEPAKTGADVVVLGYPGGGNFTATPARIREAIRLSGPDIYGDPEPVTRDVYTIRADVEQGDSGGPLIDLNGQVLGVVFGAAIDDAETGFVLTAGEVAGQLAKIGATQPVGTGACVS
VHR inh abs: VHR1 phosphatase inhibitors, primary screen, biochemical, absorbance, uHTS; 290,000 tested, 0.52% active; inhibition, % at 13.3 µM; recombinant VHR phosphatase, pNPP absorbance; Dual specificity protein phosphatase 3 (Homo sapiens), P51452; in the data active = inhibition above about 50%; also: some compounds called inactive have numbers as strong as hits
Target sequence (P51452 whole entry, looked up): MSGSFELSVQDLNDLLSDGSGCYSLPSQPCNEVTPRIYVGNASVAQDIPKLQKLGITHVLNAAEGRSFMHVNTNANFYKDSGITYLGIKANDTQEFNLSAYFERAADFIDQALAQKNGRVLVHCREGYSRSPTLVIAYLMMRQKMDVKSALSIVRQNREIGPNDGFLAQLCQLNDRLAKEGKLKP
* marks the source's active call; other numbers are inactive results. Rule as the data show it, unless noted: active = inhibition above about 30%; inactive = the rest.

Screening COc1ccc(-c2nnc(S/C(=C/c3ccc(Cl)cc3)C(=O)O)o2)cc1 returned FBA Mtb inh -5, MazEF act 13, GDH-TPI inh 0, BoNT F protease 1, CCHFV vOTU inh 6, FadD28 binding -2.8, Mtb UGM inh -1.5, Rv3671c protease -6 and VHR inh abs 9.
O=C(COc1ccc2oc3c(c2c1)CCCC3)Nc1ccccn1 was read as FBA Mtb inh 2, MazEF act 5, GDH-TPI inh -4, BoNT F protease -3, CCHFV vOTU inh 0, FadD28 binding 0.7, BioA inh -1.3, Mtb UGM inh 1.8, Rv3671c protease -8 and VHR inh abs -1.
For Fc1ccc(NCc2cn3ccccc3n2)cc1 the results were FBA Mtb inh 7, MazEF act -1, GDH-TPI inh -4, BoNT F protease 13, CCHFV vOTU inh 7, FadD28 binding -1.6, BioA inh -0.8, Mtb UGM inh 0.8, Rv3671c protease 6 and VHR inh abs -2.
For O=C1OC(c2ccc(F)cc2)=N/C1=C\c1ccc(Br)o1 the results were FBA Mtb inh 0, MazEF act 7, GDH-TPI inh 7, BoNT F protease -1, CCHFV vOTU inh 1, FadD28 binding -1.8, Mtb UGM inh 1.0, Rv3671c protease 0 and VHR inh abs 9.
CCOC(=O)N1CCN(Cc2nc(N)nc(Nc3ccc(OCC)cc3)n2)CC1 was read as FBA Mtb inh -3, MazEF act 6, GDH-TPI inh 1, BoNT F protease -9, CCHFV vOTU inh -2, FadD28 binding -1.4, BioA inh -2.5, Mtb UGM inh 0.3, Rv3671c protease -3 and VHR inh abs 23.
CC(C)CN(C(=O)CSc1nncn1C)C1CCS(=O)(=O)C1 (stereo not drawn) was read as FBA Mtb inh 2, MazEF act -4, GDH-TPI inh 16, BoNT F protease -3, CCHFV vOTU inh 4, FadD28 binding -0.6, BioA inh 0.5, Mtb UGM inh 3.7 and Rv3671c protease -13.
CC(OC(=O)C1CC(=O)N(Cc2ccccc2)C1)C(=O)Nc1ccccc1[N+](=O)[O-] (stereo not drawn) was read as FBA Mtb inh -4, MazEF act -2, GDH-TPI inh 11, BoNT F protease -6, CCHFV vOTU inh 4, FadD28 binding -18, BioA inh 5.8 and Rv3671c protease 12.
Screening O=[N+]([O-])c1ccc(N(CCO)Cc2ccccc2)c([N+](=O)[O-])c1 returned FBA Mtb inh -4, MazEF act 7, GDH-TPI inh 18, BoNT F protease inconclusive, CCHFV vOTU inh 5, FadD28 binding -18, BioA inh 1.3, Mtb UGM inh 0.2, Rv3671c protease 8 and VHR inh abs 13.
For COC(=O)[C@]1(Cc2ccccc2)N[C@H](CN(C)C(=O)Nc2ccccc2)[C@@H]2C(=O)N(Cc3ccccc3)C(=O)[C@@H]21 the results were FBA Mtb inh 5, MazEF act -3, GDH-TPI inh 0, BoNT F protease 2, CCHFV vOTU inh 37*, FadD28 binding 1.5, BioA inh 0.0 and Rv3671c protease -2.
CCOC(=O)C1(Cc2ccccc2C(F)(F)F)CCN(C2CCC2)CC1 was read as FBA Mtb inh -1, MazEF act 5, GDH-TPI inh -4, BoNT F protease -5, CCHFV vOTU inh 0, FadD28 binding -1.5, Mtb UGM inh -5.1, Rv3671c protease 2 and VHR inh abs -10.
`Cc1cc(OCC(=O)Nc2ccc(CCO)cc2)c2c(C)c(C)c(=O)oc2c1` gave FBA Mtb inh 33*, MazEF act 11, GDH-TPI inh 7, BoNT F protease -6, CCHFV vOTU inh -17, FadD28 binding -2.2, BioA inh -0.7, Mtb UGM inh 1.7, Rv3671c protease -7 and VHR inh abs 24.
For CCOC(=O)c1nc(C)nc(Sc2n[nH]c(-c3ccc(C(C)(C)C)cc3)n2)c1C the results were FBA Mtb inh -1, MazEF act -2, GDH-TPI inh 3, BoNT F protease 0, CCHFV vOTU inh 8, FadD28 binding -1.5, BioA inh 5.1, Mtb UGM inh 0.7, Rv3671c protease -9 and VHR inh abs 18.
Screening COc1ccc(NC(=O)c2ccccc2-c2ccccc2C(=O)O)cc1 returned FBA Mtb inh 2, MazEF act 0, GDH-TPI inh -4, BoNT F protease 21, CCHFV vOTU inh 2, FadD28 binding -1.9, BioA inh -4.0, Mtb UGM inh 0.8, Rv3671c protease -3 and VHR inh abs 14.
`Clc1ccccc1CN1CCN(/N=C/C=C/c2ccco2)CC1` gave FBA Mtb inh -1, MazEF act 8, GDH-TPI inh 42*, BoNT F protease inconclusive, CCHFV vOTU inh -9, FadD28 binding -2.4, Mtb UGM inh -1.3, Rv3671c protease -13 and VHR inh abs -7.
Screening N#Cc1ccccc1Cn1c(=O)n(Cc2ccc(C(=O)NCc3ccco3)cc2)c(=O)c2ccccc21 returned FBA Mtb inh 0, MazEF act -10, GDH-TPI inh 5, BoNT F protease -13, CCHFV vOTU inh 7, FadD28 binding -0.6, BioA inh -3.2, Mtb UGM inh 3.2, Rv3671c protease 0 and VHR inh abs 0.
Nc1nc(Nc2cccc(C(F)(F)F)c2)nc(C(F)(F)F)n1 was read as FBA Mtb inh 0, MazEF act 16, GDH-TPI inh 3, BoNT F protease -4, CCHFV vOTU inh 28, FadD28 binding -4.0, BioA inh 3.7, Mtb UGM inh -2.8, Rv3671c protease -6 and VHR inh abs -4.
`CCc1cccc(N(C(=O)c2csnn2)C(C(=O)NC2CCCCC2)c2ccncc2)c1` (stereo not drawn) gave FBA Mtb inh 1, MazEF act 2, GDH-TPI inh 6, BoNT F protease -12, CCHFV vOTU inh 7, FadD28 binding -0.7, BioA inh -3.3, Mtb UGM inh 1.9, Rv3671c protease 6 and VHR inh abs 12.
Screening COc1ccc(NC(=O)CSc2nnc(C3CC3)n2-c2ccccc2)cc1 returned FBA Mtb inh 4, MazEF act -4, GDH-TPI inh 7, BoNT F protease 16, CCHFV vOTU inh -6, FadD28 binding -1.1, BioA inh -0.8, Mtb UGM inh 2.1, Rv3671c protease 0 and VHR inh abs 20.
O=C(O)c1ccc(S(=O)(=O)N2CCSCC2)cc1 was read as FBA Mtb inh 1, MazEF act 12, GDH-TPI inh -5, BoNT F protease -16, CCHFV vOTU inh -2, FadD28 binding -1.7, BioA inh -0.3, Mtb UGM inh 2.6, Rv3671c protease 5 and VHR inh abs -20.
c1ccc(-n2nnnc2Cc2nnnn2-c2ccccc2)cc1 was read as FBA Mtb inh 4, MazEF act 6, GDH-TPI inh 0, BoNT F protease -7, CCHFV vOTU inh 11, FadD28 binding 0.1, BioA inh 0.3, Mtb UGM inh 4.4, Rv3671c protease -2 and VHR inh abs 18.
Cc1ccc(C(=O)Nc2nnc(CC(=O)N/N=C/c3ccncc3)s2)cc1 was read as FBA Mtb inh 0, MazEF act 15, GDH-TPI inh 10, BoNT F protease -6, CCHFV vOTU inh -13, FadD28 binding -3.5, Mtb UGM inh 2.3, Rv3671c protease -20 and VHR inh abs 1.
`COc1ccc(NC(=O)N(C2CCCCC2)C(C)c2ccco2)c(OC)c1` (stereo not drawn) gave FBA Mtb inh 0, MazEF act -1, GDH-TPI inh 1, BoNT F protease -5, CCHFV vOTU inh 2, FadD28 binding -1.7, BioA inh 3.5, Mtb UGM inh -1.2, Rv3671c protease 2 and VHR inh abs 21.
`CC1c2ccccc2N(NC(=O)Cc2ccccc2)C1C` (stereo not drawn) gave FBA Mtb inh 1, MazEF act 0, GDH-TPI inh -9, BoNT F protease inconclusive, CCHFV vOTU inh -11, FadD28 binding -3.2, Mtb UGM inh -0.1, Rv3671c protease 4 and VHR inh abs -15.
CCOC(=O)N1CCN(C(c2ccc(Cl)cc2)c2sc3nc(C)nn3c2O)CC1 (stereo not drawn) was read as FBA Mtb inh 0, MazEF act 3, GDH-TPI inh -1, BoNT F protease -9, CCHFV vOTU inh -3, FadD28 binding -1.0, BioA inh 1.5, Mtb UGM inh 0.7, Rv3671c protease -6 and VHR inh abs 14.
For COc1cccc(Nc2nc(-c3cccs3)nc3ccccc23)c1 the results were FBA Mtb inh 6, MazEF act -2, GDH-TPI inh 11, BoNT F protease -2, CCHFV vOTU inh 0, FadD28 binding -11, BioA inh 0.6, Mtb UGM inh -0.7, Rv3671c protease -103 and VHR inh abs 6.
For Cc1cccc(C)c1NC(=O)CN1CCN(C(=O)C2CCC2)CC1 the results were FBA Mtb inh 1, MazEF act -4, GDH-TPI inh 4, CCHFV vOTU inh -10, FadD28 binding -0.2 and BioA inh -1.8.
CCNc1nc(NCC)nc(SCCOC(=O)COc2ccc(Cl)cc2Cl)n1 was read as FBA Mtb inh 2, MazEF act -4, GDH-TPI inh 7, BoNT F protease 0, CCHFV vOTU inh -3, FadD28 binding -3.2, BioA inh -1.6, Mtb UGM inh -0.5, Rv3671c protease -5 and VHR inh abs -32.
For Cc1ccccc1OCC(=O)OC(C)C(=O)NC1CCCC1 (stereo not drawn) the results were FBA Mtb inh -3, MazEF act -4, GDH-TPI inh -4, BoNT F protease -7, CCHFV vOTU inh -3, FadD28 binding -2.8, BioA inh 0.0, Mtb UGM inh -3.0 and Rv3671c protease 5.
CC(=O)N/N=C(\C)CC(=O)Nc1cccc2c1CCCC2 was read as FBA Mtb inh -2, MazEF act 7, GDH-TPI inh -1, BoNT F protease 0, CCHFV vOTU inh -1, FadD28 binding -3.5, Mtb UGM inh -0.4, Rv3671c protease -6 and VHR inh abs 17.
Screening CC1=NN(C(=O)c2ccc(Cn3nc(C)cc3C)o2)C(O)(C(F)(F)F)C1 (stereo not drawn) returned FBA Mtb inh 2, MazEF act 4, GDH-TPI inh 3, BoNT F protease -7, CCHFV vOTU inh 12, FadD28 binding -0.4, BioA inh -1.2, Mtb UGM inh -2.0, Rv3671c protease 2 and VHR inh abs 6.
`O=C(CN1CCN(C(=O)c2ccccc2Cl)CC1)Nc1cccc(S(=O)(=O)N2CCCC2)c1` gave FBA Mtb inh 0, MazEF act 3, GDH-TPI inh 5, BoNT F protease -9, CCHFV vOTU inh -5, FadD28 binding -2.6 and BioA inh -1.0.
Cc1ccc(-n2ncc3c(Nc4c(C)n(C)n(-c5ccccc5)c4=O)ncnc32)c(C)c1 was read as FBA Mtb inh 1, MazEF act 2, GDH-TPI inh 12, BoNT F protease 0, CCHFV vOTU inh -20, FadD28 binding -1.6, BioA inh 0.3, Mtb UGM inh -2.7, Rv3671c protease -2 and VHR inh abs 36.
`CCN(CC)c1nc2c(s1)C(=O)CC(C)(C)C2` gave FBA Mtb inh -2, MazEF act -5, GDH-TPI inh 35*, BoNT F protease 0, CCHFV vOTU inh 15, FadD28 binding 0.0, BioA inh -1.5, Mtb UGM inh -2.1, Rv3671c protease 4 and VHR inh abs 19.

Random excerpt: 3 compounds from above
`CCc1cccc(N(C(=O)c2csnn2)C(C(=O)NC2CCCCC2)c2ccncc2)c1` (stereo not drawn) gave FBA Mtb inh 1, MazEF act 2, GDH-TPI inh 6, BoNT F protease -12, CCHFV vOTU inh 7, FadD28 binding -0.7, BioA inh -3.3, Mtb UGM inh 1.9, Rv3671c protease 6 and VHR inh abs 12.
`COc1ccc(NC(=O)N(C2CCCCC2)C(C)c2ccco2)c(OC)c1` (stereo not drawn) gave FBA Mtb inh 0, MazEF act -1, GDH-TPI inh 1, BoNT F protease -5, CCHFV vOTU inh 2, FadD28 binding -1.7, BioA inh 3.5, Mtb UGM inh -1.2, Rv3671c protease 2 and VHR inh abs 21.
O=C(O)c1ccc(S(=O)(=O)N2CCSCC2)cc1 was read as FBA Mtb inh 1, MazEF act 12, GDH-TPI inh -5, BoNT F protease -16, CCHFV vOTU inh -2, FadD28 binding -1.7, BioA inh -0.3, Mtb UGM inh 2.6, Rv3671c protease 5 and VHR inh abs -20.
